HCMV antiviral: blocks human cytomegalovirus replication | activity change, negative = inhibition, % at 57.5 µM | 410,000 compounds, 4.5% hits | HFF cells, HCMV-luciferase reporter, 72 h; stronger effect = lower value; in the data active means activity change below about -60%; inconclusive means no clear call, values can overlap the other calls; inactive means above about -39%
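Luciferase read-out from HCMV-luciferase-infected HFFs (MOI 1 PFU/cell) 72 h post infection at 37C; compounds added after 16 h cell attachment; activity normalized between buffer-only basal and Salinomycin (10uM) inhibitor controls.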
AMA1-RON2 inh: disrupts binding of P. falciparum AMA1 to RON2; Potency, µM (titrated, usually from 58.2 µM), without a hit: at the top dose activity change, negative = inhibition, hits mostly inhibitors; 360,000 compounds, 0.2% hits; AID 720542; AlphaScreen AMA1-biotinylated RON2 peptide binding; active means well fitted inhibition curve with a large enough effect; inconclusive means small, poorly fitted or top-dose-only effect; inactive means no such curve, though single readings can be large or run the other way;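 further: potency means the concentration at half of the fitted maximal effect; 0% = vehicle wells and -100% = peptide control; nearly all actives have a fitted effect of over 45% in size; some results filed as inactive show a strong effect at the top dose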
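AMA1 (3D7) with his tag at 25 nM final met compounds first, then biotinylated RON2 peptide at 25 nM; detection used donor plus acceptor beads, 10 µg/mL apiece, read by AlphaScreen after 30 min at room temperature.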
* = called active by the depositor; ? = inconclusive; [ ] = remark or other dose. Unless noted, on the % scale 0 is the no-effect control and ±100 the full control effect.

nr	SMILES	AMA1-RON2 inh	HCMV antiviral
1	CC1(c2nnc(-c3ccc(F)cc3)o2)CC(c2cccnc2)=NO1 (stereo not given)	-3.4%	-4.6
2	COC(=O)Cc1ccc(OC2(C)CCN(Cc3ccc4c(c3)OCCO4)C2)cc1 (stereo not given)	-0.1%	-3.2
3	O=C(O)c1nnsc1-c1csnn1	0.1%	-10.5
4	Cn1c(=O)c2[nH]c(CCCCc3nc4ccccc4[nH]3)nc2n(C)c1=O	-7.1%	-15.1
5	CCn1nccc1NC(=O)c1csc([C@@H]2C[C@H](O)[C@@H](CO)O2)n1	3.9%	-16.2
6	CCc1nc2ccc(C(=O)NCCCN3CCCC3=O)cn2c1N(C)Cc1ccc(OC)cc1	11.1%	8.7
7	COc1ccccc1CNC(=O)c1cc(-c2ccc(F)cc2C)n[nH]1	-0.2%	-32.8
8	COc1ccc(NS(=O)(=O)c2ccc(N3CCOCC3)c(NC(=O)/C=C/C(=O)O)c2)cc1	12.6%[11.6 µM]	-10.4
9	Cc1nc2ccc(NC(=O)C3(C)CCCN(C(C)C)C3)cc2o1 (stereo not given)	9.7%	14.7
10	CC(NNC(=S)N1CCCCCC1)c1ccc2ccccc2n1 (stereo not given)	39.8%[activator]	-93.5*
11	COC(=O)[C@@]12C[C@@H](CC(=O)NCC3CCCCC3)C(=O)N(CCc3ccc(OC)c(OC)c3)C1=CCC(C)(C)C2	-21.6%	0.9
12	CC(O)(c1cccc(F)c1)c1nc(-c2ccccc2)cs1 (stereo not given)	5.6%	34.7
13	COc1cc(-c2nccc3cc4c(cc23)OCO4)cc(OC)c1OC	-5.1%	59.9
14	O=C(NCCN1C(=O)S/C(=C/c2cccnc2)C1=O)c1ccc(S(=O)(=O)N2CCCC2)cc1	-2.0%	2.3
15	CCCNC(=O)C1(C)CCN(Cc2ccc(C(=O)OCC)cc2)C1 (stereo not given)	-0.3%	-0.7
16	Cc1ccc(S(=O)(=O)N2[C@H](CC(=O)c3ccccc3)OC[C@@H]2C(C)C)cc1	11.7%	?
17	COc1ccc(C(=O)COC(=O)C2COc3ccccc3O2)c(OC)c1 (stereo not given)	-5.2%	-17.7
18	COc1ccc2nc3n(c(=O)c2c1)-c1ncccc1C(=O)NC3C (stereo not given)	3.9%	36.9
19	Cc1ccc(NCC2(N=Cc3ccccc3)OC(CO)C(O)C2O)cc1 (stereo not given)	-14.0%	-15.9
20	CN(C)CCNC(=O)c1cccc(-c2cnc3c(NC=O)cc(-c4ccc(C(=O)N5CCOCC5)cc4)cn23)c1	3.9%	-64.4*
21	COC(=O)C1=CO[C@H](C)[C@H]2CN3CC[C@@]4(C(=O)Nc5ccccc54)[C@@H]3C[C@H]12	-2.7%	47.7
22	Cc1c(C(=O)NCc2ccc(C(F)(F)F)cc2)sc(=O)n1Cc1cccc(F)c1	-1.5%	5.8
23	O=C(NCc1ccccc1)OC1CC2CC1[C@H]1CCCCN1C2=O (stereo not given in full)	0.4%	31.7
24	O=C1NC(Cc2ccc(O)cc2)c2nc3ccc(F)cc3c(=O)n2-c2ncccc21 (stereo not given)	0.5%	-8.5
25	CCCNC(=O)C1(C)CCN(Cc2ccc(OC)c3ccccc23)C1 (stereo not given)	7.5%	3.5

A different layout for part of the listing above:
Order of results: AMA1-RON2 inh	HCMV antiviral
[7] COc1ccccc1CNC(=O)c1cc(-c2ccc(F)cc2C)n[nH]1
    -0.2%	-32.8
[11] COC(=O)[C@@]12C[C@@H](CC(=O)NCC3CCCCC3)C(=O)N(CCc3ccc(OC)c(OC)c3)C1=CCC(C)(C)C2
    -21.6%	0.9

Next structures follow.
nr	SMILES	AMA1-RON2 inh	HCMV antiviral
26	CN1CCC23c4ccccc4NC1C21CCN(C)C3Nc2ccccc21	-0.6%	21.2
27	O=[N+]([O-])c1ccc(/C=N/Nc2ncccc2[N+](=O)[O-])s1	-4.6%	?
28	Cc1cc(C)[n+](Cc2ccccc2)cc1C(N)=O	-2.0%	18.4
29	COC(=O)c1ccc(N2C(=O)CC(N3CCN(c4ccccc4)CC3)C2=O)cc1 (stereo not given)	-6.8%	26.8
30	O=C1NC(=O)C2(C=C(c3ccccc3)C(O)(c3ccccc3)C2)N1 (stereo not given)	-14.2%	14.2
31	COc1ccc(C(=O)N2CCc3ccccc3C2)cc1S(=O)(=O)N1CCCC1	3.9%	-2.6
32	Cc1ccn2c(-c3csc(Nc4ccc(C(=O)O)cc4)n3)c(C)nc2c1	3.4%	-5.2
33	CSCCC(NC(=O)c1ccc(Cl)cc1Cl)C(=O)NCC(c1cccs1)N(C)C (stereo not given)	-6.6%	?
34	CCCCN1C(=O)C(CC(=O)NCc2cccs2)CC(C(=O)N(C)C)=C1C (stereo not given)	6.4%	11.7
35	COc1ccc(-n2nnnc2C(c2cccc(OC)c2OC)N2CCC(n3c(=O)[nH]c4ccccc43)CC2)cc1 (stereo not given)	-25.7%	-35.5
36	Cc1nc2ncnn2c(Nc2ccc3c(c2)OCCO3)c1C	-9.8%	-2.4
37	COc1cccc(NC(=O)c2ccc(N3C(=O)C4CCC(C)CC4C3=O)cc2)c1 (stereo not given)	14.0%	1.2
38	COCCNC(=O)c1onc(CSc2ccccn2)c1C(=O)NCCOC	4.3%	4.4
39	Cc1ccc(S(=O)(=O)N(C)CCN(C)S(=O)(=O)c2ccc(C)cc2)cc1	12.5%	-34.0
40	COC1C(CO)OC(n2cnc3c(=S)nc(N)[nH]c32)C1O (stereo not given)	30.9%[activator]	-0.9
41	CC(C)C[C@@H](CNCC(=O)[C@H](CC(=O)O)NC(=O)c1[nH]cnc1C(=O)N[C@H](CN)CC(C)C)NC(=O)c1nc[nH]c1C(=O)N[C@@H](Cc1ccccc1)C(=O)O	64.7%[activator]	-4.9
42	O=C(O)C1CCCCN1c1ccccc1[N+](=O)[O-] (stereo not given)	19.2%	15.2
43	Cc1ccc(S(=O)(=O)N2CCN(S(C)(=O)=O)CC2)cc1	8.6%	17.2
44	O=C(O)C(Oc1ccc2ccccc2c1)c1ccccc1 (stereo not given)	-11.1%	4.7
45	CC12CCC(=O)C=C1CC(N1CC1)C1C2CCC2(C)C(O)CCC12 (stereo not given)	15.0%	?
46	O=C(CCCc1ccccn1)c1cccc2ccccc12	-23.1%	33.5
47	S=C1NCc2cncnc2N1	0.1%	26.6
48	Cc1csc(N2CCCC2c2nc3cc(Cl)c(N4CCCCC4)cc3n2CCOCCO)n1 (stereo not given)	-4.6%	9.2
49	O=C(C[C@H]1C(=O)N(Cc2cccnc2)C[C@@H]1Cc1ccccc1)Nc1ccc(Br)cc1	-1.4%	-26.3
50	CCCCCCNC(=O)O[C@H]1Cn2c(=O)ccc(=O)n2[C@@H]2CN(S(=O)(=O)c3ccc(C)cc3)C[C@]12O	15.3%	-89.0*
51	CC1(C(=O)NS(=O)(=O)c2ccc3c(c2)CCO3)CCN1C(=O)CCC1CCCC1 (stereo not given)	-3.2%	3.4
52	CCCCCNC(=O)C(c1cc2ccccc2o1)n1c(=O)c(-c2ccccc2)nc2ccccc21 (stereo not given)	5.7%	-3.1
53	CC(C)(C)CN1C(=O)C(=O)NC[C@@H]1CC1CCCCC1	-0.3%	12.4
54	C=C(C)CNC(=O)c1ccc(OC2CCN(C(=O)COC)CC2)cc1	9.4%	-4.3
55	COC(=O)C[C@@H]1C=C[C@H](NC(=O)Nc2ccc(OC)cc2)[C@@H](CO)O1	0.7%	6.7
56	Cc1cc(C)c2cc(C#N)c(NCCNC(=O)c3ccncc3)nc2c1	-0.7%	153.1
57	O=C1OC(c2ccc(F)cc2)CC1CN1CCOCC1 (stereo not given)	-2.9%	38.1
58	CC1(C(=O)NCc2ccccc2Br)CCN1Cc1ccc(-c2ccccn2)cc1 (stereo not given)	-12.4%	?
59	CCOC(=O)[C@]12CCC=C1N(Cc1ccccc1)C(=O)[C@H](CC(=O)N1CCN(C(=O)c3ccco3)CC1)C2	8.4%	18.9
60	O=C(C[n+]1cccc(C(=O)Nc2ccccc2)c1)c1ccccc1	-19.0%	-7.8
61	COC1=C(OC)C(=O)C(Sc2ccc3ccccc3c2)=CC1=O	12.6µM*	-81.1*
62	O=C1OC(COCC#Cc2ccccc2)CN1c1ccccc1 (stereo not given)	14.2%	-8.4
63	CC1(Oc2cccc(F)c2)CCN(Cc2ccc(-c3ccccc3)o2)C1 (stereo not given)	-23.1%	50.1
64	CCCS(=O)(=O)NC(=O)C1(C)CCN(C(=O)c2cccs2)C1 (stereo not given)	3.8%	21.0
65	CCOC(=O)[C@]12CCC=C1N(Cc1ccco1)C(=O)[C@H](CC(=O)NCCCN1CCCC1=O)C2	0.3%	25.8
66	O=[N+]([O-])c1ccc(COc2cccc(CN3CCOCC3)c2)cc1	-14.9%	-12.2
67	COc1ccc(CNC(=S)Nc2cccc(Cl)c2)cc1	0.8%	24.0
68	O=C1c2ccccc2C(=O)N1CC(O)COc1cccc2ccccc12 (stereo not given)	14.6%	22.3
69	CCC1Cc2[nH][nH]c(=O)c2C(CC)O1 (stereo not given)	6.2%	12.1
70	N#Cc1cccc(C=C(C(=O)c2ccccc2)c2ccccc2)c1	7.4%	-31.1
71	COc1ccc(NC(=O)CN(C)C(=O)C2CC(=O)N(CCc3ccc(OC)c(OC)c3)C2)cc1 (stereo not given)	17.2%	0.7
72	CCCC(=O)N1CCCC(c2cc(C(=O)Nc3ccccc3)no2)C1 (stereo not given)	-9.1%	?
73	COc1ccc(CCNC(=O)c2ccccc2C(=O)NCCc2ccc(OC)c(OC)c2)cc1OC	6.1%	0.2
74	O=C(CCN1CCCO1)N1CCCC(Nc2cccc(F)c2)C1 (stereo not given)	-1.7%	?
75	O=S1(=O)CC(N2CCSCC2)CN1Cc1cn(Cc2cccc(C(F)(F)F)c2)nn1 (stereo not given)	-3.4%	7.7

Entries of single compounds, looked up by structure. Order of values: AMA1-RON2 inh, HCMV antiviral
COc1cccc(NC(=O)c2ccc(N3C(=O)C4CCC(C)CC4C3=O)cc2)c1 (stereo not given) is listed with 14.0%, 1.2
CC1(Oc2cccc(F)c2)CCN(Cc2ccc(-c3ccccc3)o2)C1 (stereo not given) is listed with -23.1%, 50.1
CC12CCC(=O)C=C1CC(N1CC1)C1C2CCC2(C)C(O)CCC12 (stereo not given) is listed with 15.0%, ?
COC(=O)C[C@@H]1C=C[C@H](NC(=O)Nc2ccc(OC)cc2)[C@@H](CO)O1 is listed with 0.7%, 6.7

Other results
nr	SMILES	AMA1-RON2 inh	HCMV antiviral
76	CCOc1ccc(/C(O)=C2\C(=O)C(=O)N(CCN(C)C)C2c2cc(OC)ccc2OC)cc1Cl (stereo not given)	-2.3%	15.0
77	COC(=O)C1=C(C(=O)OC)C(C(=O)OC)C(C(=O)OC)C(C(=O)OC)(C(=O)OC)C(C(=O)OC)=C1C(=O)OC (stereo not given)	20.9%	11.2
78	Cc1c2ccccc2nc2ccccc12	-16.5%	-8.9
79	N#CCC(=O)Nc1ccc(C(=O)OCC(=O)Nc2cc(-c3ccccc3)nn2-c2ccccc2)cc1	1.9%	?
80	COC(=O)/C=C1\OCc2c(F)cccc21	4.2%	-14.5
81	N#Cc1cccc(NC(=O)c2cc(C3CCCCN3C(=O)c3ccc4c(c3)CCO4)on2)c1 (stereo not given)	-2.6%	-22.1
82	COc1ccccc1NP1(=O)OCC(C)([N+](=O)[O-])CO1 (stereo not given)	-3.7%	18.7
83	Cc1noc(-c2ccccc2)c1NC(=O)Nc1ccc2nc([C@H]3C[C@H](O)[C@@H](CO)O3)[nH]c2c1	-1.5%	28.9
84	CC1(C(=O)NS(=O)(=O)c2ccc(C#N)cc2)CCN1C(=O)C1(c2ccc(Cl)cc2)CC1 (stereo not given)	-1.9%	12.7
85	CC1(C(=O)NCc2ccccc2)Cc2c(-c3ccc(C(N)=O)cc3)ccnc2O1 (stereo not given)	17.9%	-31.3
86	C[C@H]1CN([C@@H](C)CO)C(=O)c2cc(Br)cnc2O[C@H]1CN(C)C(=O)c1ccccn1	10.9%	13.1
87	CC(=O)c1cc2cccc(OC3(C)CCN(Cc4ccc(-c5ccccn5)cc4)C3)c2o1 (stereo not given)	-19.9%	0.0
88	COc1ccc2nc3c(C)n(C)ccc-3c2c1	-14.0%	-25.4
89	Cc1ccc(NC(=O)c2ncn(CCCNCCN3CCOCC3)n2)cc1C	19.1%	20.6
90	CN(Cc1ccccc1)C(=O)c1ccc(NC(=O)Cc2ccc(NC(=O)C3CCCN(C(=O)C4CCCC4)C3)cc2)cc1 (stereo not given)	9.4%	-13.0
91	Cc1ccc(S(=O)(=O)/N=C2\C=C(NS(=O)(=O)c3ccccc3)C(=O)c3ccccc32)c(C)c1	-7.8%	-90.6*
92	C[C@H](CO)N1C[C@H](C)[C@@H](CN(C)S(=O)(=O)c2ccc(Cl)cc2)OCc2cnnn2CCCC1=O	10.4%	12.4
93	O=C(C[C@@H]1CC[C@@H]2[C@H](COC[C@H](O)CN2C(=O)Nc2ccc(F)cc2)O1)NCCc1ccncc1	2.6%	8.9

Sorted by SMILES length (smallest number first): three of the compounds above
nr	SMILES	AMA1-RON2 inh	HCMV antiviral
82	COc1ccccc1NP1(=O)OCC(C)([N+](=O)[O-])CO1 (stereo not given)	-3.7%	18.7
87	CC(=O)c1cc2cccc(OC3(C)CCN(Cc4ccc(-c5ccccn5)cc4)C3)c2o1 (stereo not given)	-19.9%	0.0
84	CC1(C(=O)NS(=O)(=O)c2ccc(C#N)cc2)CCN1C(=O)C1(c2ccc(Cl)cc2)CC1 (stereo not given)	-1.9%	12.7

These rows are one share of the data; count on the stated rates, not on these rows.
